SDO1 yeast rescue: growth rescue of sdo1-depleted yeast, primary screen, S. cerevisiae, bone marrow failure model; actives 0.21% (n = 140,000); z-score at 10 µM; S. cerevisiae sdo1-depleted JHY4D growth rescue, OD600 30 h; stronger effect = higher value; pdr5 snq2 efflux-pump mutant strain;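 active = z-score above 3 at both the 24 hr and the 30 hr optical density reads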;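 also: z-score against mean and SD of all compound wells on the same plate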
Insulin prom inh: inhibitors of insulin promoter-driven GFP, primary screen, imaging, TRM-6 cells (human fetal islet line), eGFP reporter, cell count; reporter expression induced with tamoxifen; AID 1273, 2008; actives 0.9% (n = 130,000); inhibition, % at 2 µM;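 active = inhibition above the mean plus 3 SD, with well images judged a real hit on visual review, cut at about 60% in these data, passing the limit was not always enough; inconclusive = inhibition over the cutoff but images rejected on review; inactive = inhibition not above the cutoff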
SDO1 yeast rescue Rescue 24 h: also measured in SDO1 yeast rescue; calls as there; z-score; S. cerevisiae sdo1-depleted JHY4D growth rescue, OD600; measured here: growth rescue at 24 h;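 0 is the plate mean of compound wells and units are plate SD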
* hit, by the source's call; ? = inconclusive; · = no result given; [ ] = another dose, or the depositor's remark. A portion of the library; the hit share may differ from the screen's.

SMILES	SDO1 yeast rescue	SDO1 yeast rescue Rescue 24 h	Insulin prom inh
O=C(OCCN1C(=O)c2cccc3c(N4CCOCC4)ccc(c23)C1=O)c1cc(Cl)cc(Cl)c1	-0.08	-0.01	-203.6
COC(=O)CSc1nc2ccc(NC(=O)CSc3nnnn3Cc3ccccc3)cc2s1	0.07	0.15	-18.2
CCCc1nc(NCc2ccccc2)c(C#N)c2c1CCCC2	0.05	-0.21	-40.7
Cc1nn(Cc2ccc(Cl)cc2)c(C)c1NC(=O)C(c1ccccc1)c1ccccc1	-0.58	-0.26	46.4
O=C(C/C=N\OCc1ccc([N+](=O)[O-])cc1)Nc1ccccc1	·	·	-52.4
CCN1C(=O)S/C(=C\c2ccc(N3CCOCC3)cc2C)C1=O	0.69	1.23	·
Cc1ccc(S(=O)(=O)N2CCCN(S(=O)(=O)c3ccc(C)c(C)c3)CC2)cc1C	-1.34	-1.25	·
CCCCOC(=O)CSc1nnc(N)s1	0.32	-0.14	-18.2
COc1cc(C2=NOC(C(=O)NCc3ccco3)C2)cc(OC)c1OC (configuration not stated)	-0.06	0.11	6.2
Cc1nn(-c2ccccc2)c2sc(C(=O)N(CC(=O)NC(C)(C)C)Cc3ccco3)cc12	-1.35	-1.63	·

Complete entries, quoted from the list. Order of screens: SDO1 yeast rescue | SDO1 yeast rescue Rescue 24 h | Insulin prom inh
O=C(OCCN1C(=O)c2cccc3c(N4CCOCC4)ccc(c23)C1=O)c1cc(Cl)cc(Cl)c1 in the list: -0.08 | -0.01 | -203.6
Cc1ccc(S(=O)(=O)N2CCCN(S(=O)(=O)c3ccc(C)c(C)c3)CC2)cc1C in the list: -1.34 | -1.25 | ·
Cc1nn(-c2ccccc2)c2sc(C(=O)N(CC(=O)NC(C)(C)C)Cc3ccco3)cc12 in the list: -1.35 | -1.63 | ·
COc1cc(C2=NOC(C(=O)NCc3ccco3)C2)cc(OC)c1OC (configuration not stated) in the list: -0.06 | 0.11 | 6.2
O=C(C/C=N\OCc1ccc([N+](=O)[O-])cc1)Nc1ccccc1 in the list: · | · | -52.4

(more compounds)
SMILES	SDO1 yeast rescue	SDO1 yeast rescue Rescue 24 h	Insulin prom inh
Cc1ccc2nc(N3CCN(C(=O)c4cccs4)CC3)c(C#N)cc2c1	-1.34	-1.03	-17.4
O=C(Nc1ccccc1NC(=O)C1CCCO1)c1ccco1 (configuration not stated)	·	·	-36.4
COc1cc(NC(=O)COc2ccc(-n3cnnn3)cc2)c(OC)cc1Cl	-0.71	0.56	39.5
COc1ccc(-n2cccc2/C=C/[N+](=O)[O-])cc1	-1.28	-1.26	3.5
O=C(O)[C@@H]1CCCN1c1ncnc2sc3c(c12)CCC3	-0.11	-0.58	6.2
CCCn1c(=O)c(Cc2ccccc2)c(O)c2ccccc21	-1.23	-1.22	·
COc1cccc(Oc2cn[nH]c2-c2ccc(OC)cc2O)c1	-2.45	-1.38	0.0
CCc1ccccc1NCC(=O)Nc1ccccc1C(=O)OC	-0.8	-0.55	·
O=C(O)CSc1nnnn1-c1ccc2c(c1)OCCO2	-0.52	-0.25	15.9
Cc1cc(C)cc(N(CC(=O)N/N=C/c2ccncc2)S(=O)(=O)c2ccccc2)c1	-0.15	-0.35	7.4
COc1cc2[nH]c(=O)n(CCC(=O)NC3CCN(Cc4ccccc4)CC3)c(=O)c2cc1OC	0.63	-0.13	-64.5
O=S(=O)(c1cc(Cl)ccc1Cl)N1CCN(Cc2ccc3c(c2)OCO3)CC1	-2.05	-1.11	·
O=C(N1CCN(Cc2ccccc2)CC1)C(Cl)(Cl)Cl	0.5	-0.49	53.3
FC(F)(F)c1ccc(N=Cc2sc(N3CCOCC3)nc2-c2ccccc2)cc1	0.38	0.3	·
CC1CN(C2CCN(S(=O)(=O)c3ccc(F)cc3)CC2)CC(C)O1 (configuration not stated)	-0.58	0.03	·
CCC(C)(C)n1nnnc1C(c1ccccn1)N1CCN(c2cccc(OC)c2)CC1 (configuration not stated)	-0.6	-0.01	-262.5
O=C(NN=C1c2ccccc2-c2ccccc21)c1ccccc1Br	-1.38	-1.63	-20.0
CCc1nnc(N/N=C/c2c(Cl)cccc2Cl)n1N	0.21	0.51	·
Cc1ccc2nc(-c3ccccc3)cc(C(=O)NCCCn3ccnc3)c2c1	1.04	0.56	-60.0
CCCC(=O)C1=C(c2ccccc2)C(C#N)(C#N)C(C#N)=C1N	0.43	0.73	·
COc1ccc(CNCc2ccco2)cc1OCc1ccccc1	0.32	-0.47	20.8
CSc1nc(-c2ccccc2)ccc1C(N)=O	-0.29	-0.39	-8.3
Cc1cc(=O)oc2cc(OCC3CC(c4ccc(N(C)C)cc4)=NO3)ccc12 (configuration not stated)	-0.22	0.99	·
COCC(C)n1c(C)cc(C(=O)Cn2c(=O)oc3ccccc32)c1C (configuration not stated)	-0.11	-0.88	78.6*
O=C1C2C3CCCC3=C3CCCC3C2C(=O)N1c1ccc(Cl)cc1 (configuration not stated)	·	·	18.2
Nc1nc(SCCOc2ccccc2)n[nH]1	0.69	0.25	-237.0
CN1/C(=C\C(=O)c2cncc(Br)c2)C(C)(C)c2ccccc21	-0.74	-0.26	-50.0
CCN(CC)C(=O)CCc1nnc(Cc2cccc(C(F)(F)F)c2)o1	·	·	6.2
c1ccc(-c2noc(-c3cccnc3)n2)cc1	0.37	-0.26	0.0
COc1ccccc1CC1S/C(=N/N=C/c2ccco2)NC1=O (configuration not stated)	·	·	-33.3

Part of the list above in order of SMILES length, lowest first:
SMILES	SDO1 yeast rescue	SDO1 yeast rescue Rescue 24 h	Insulin prom inh
c1ccc(-c2noc(-c3cccnc3)n2)cc1	0.37	-0.26	0.0
COCC(C)n1c(C)cc(C(=O)Cn2c(=O)oc3ccccc32)c1C (configuration not stated)	-0.11	-0.88	78.6*
COc1cc2[nH]c(=O)n(CCC(=O)NC3CCN(Cc4ccccc4)CC3)c(=O)c2cc1OC	0.63	-0.13	-64.5

Later entries.
SMILES	SDO1 yeast rescue	SDO1 yeast rescue Rescue 24 h	Insulin prom inh
O=C(COC(=O)c1ccccn1)Nc1c(Cl)cccc1Cl	0.83	1.13	14.3
CCOC(=O)c1c(C)[nH]c(C)c1C(=O)Cn1nnc(-c2ccccc2C)n1	-0.82[11.6 µM]	0.03	·
COc1ccc(N=Nc2nc(-c3ccccc3)c(-c3ccccc3)[nH]2)cc1	-0.17	1.04	-10.3
CCOC(=O)c1[nH]c2ccc(OC)cc2c1NC(=O)CCN1CCC(C)CC1	0.21	-0.28	-24.1
COc1cccc(C(=O)Oc2cc(C)[nH]c(=O)c2[N+](=O)[O-])c1OC	0.7	0.15	41.5
CC12CCC(C(=O)O)(c3nc(C#N)c(C#N)nc31)C2(C)C (configuration not stated)	0.19	0.29	2.7
Cc1ccc2c(CC(=O)Nc3nc(C)cs3)coc2c1	-0.62	0.07	53.9
O=C(NCc1ccco1)/C(=C/c1cccnc1)NC(=O)c1cccc(Br)c1	0.95	0.3	-20.8
Cc1cc(C(=O)NCC2COc3ccccc3O2)c2ccccc2n1 (configuration not stated)	·	·	83.3*
CN(Cc1nc(-c2cccnc2)no1)S(=O)(=O)c1ccccc1	-0.06	0.06	26.7
Cc1nnc(SCCC#N)n(CCC#N)c1=O	1.33	1.71	35.1
CC(=O)N1CCc2ccc(S(=O)(=O)N3CC(C)OC(C)C3)cc21 (configuration not stated)	0.78	0.2	·
O=C(NCc1nnc(SCC(=O)N2CCCC2)o1)c1ccco1	·	·	9.1
CSc1nc2c(c(=O)[nH]1)C(c1ccc(F)cc1)CC(=O)N2 (configuration not stated)	·	·	45.5
Cc1c2cnn(CC(=O)Nc3c(F)c(F)cc(F)c3F)c(=O)c2c(C)n1Cc1ccccc1F	·	·	0.0
CCOc1ccc2oc(-c3ccccc3)c(C(=O)N3CCN(CCO)CC3)c2c1	-0.36	-0.38	-169.8
COc1ccc(Cc2n[nH]c(=S)n2C)cc1Br	·	·	42.9
CCOC(=O)C1=C(C)NC2=C(C(=O)CCC2)C1c1cn(Cc2ccc(Cl)cc2Cl)nc1-c1ccccc1 (configuration not stated)	0.67	-0.47	·
CO/N=C(\CS(=O)(=O)Cc1ccc(OC)cc1)c1ccc(Cl)cc1	0.69	1.57	0.0
Cc1ccccc1C(=O)N1CCN(c2ccc(NC(=O)CSc3ccc(Cl)cc3)cc2)CC1	-2.39	-0.59	46.0
COc1ccc(-n2nc3c(c2NC(=O)C2CC2)CS(=O)C3)cc1 (configuration not stated)	-0.21	-0.71	-205.0
O=C(N/C(=C/c1ccco1)C(=O)N1CCCCC1)c1cccs1	-0.2	-0.65	-21.9
Cc1ccc(Cn2c(=O)c3c(nc4n3CCCN4Cc3ccccc3)n(C)c2=O)cc1	-2.53	-2.26	25.0
O=C(NCc1cccnc1)c1ccc(=O)oc1	-0.3	-1.15	-133.3
O=C1NC(=O)C(c2cn(-c3ccccc3)nc2-c2ccc(F)cc2)N1 (configuration not stated)	0.5	0.1	10.5
CCCS(=O)(=O)NCc1ccc2c(c1)cc(C)n2C	1.74	1.71	25.9
O=C(NCCc1cn2ccsc2n1)c1cccs1	0.27	0.09	·
Cc1cc(C)cc(Oc2coc3cc(OC(=O)c4cccs4)ccc3c2=O)c1	0.06[7.9 µM]	0.18	·
O=C(N/N=C/c1cccc(F)c1)c1csc2c1CCCC2	0.56	0.76	-2.7
Cc1cccc(-c2noc(CN(C(=O)CCc3ccccc3)C(C)C)n2)c1	-0.28	-0.32	41.2
COc1ccc(CCNC(=S)Nc2cc(C)cc(C)c2)cc1	-1.4	-0.44	-48.1
Cc1cc(C(=O)N2CCCC2C(=O)O)c(C)o1 (configuration not stated)	0.59	1.61	·
CCOC(=O)c1[nH]c2ccccc2c1N=CN(CC)CC	1.5	1.67	·
Cc1cc(Cl)ccc1OCC(=O)N/N=C1\CC2C=CCC12 (configuration not stated)	0.01	-0.32	·
c1ccc(-c2ccccc2OCCOCCN2CCCCC2)cc1	-0.32	-1.17	-23.1
CCc1cc(=O)oc2c(C)c(OCC(=O)N3CCCc4ccccc43)ccc12	-1.81	-2.01	11.1
Cc1cc(C(=O)NCC(=O)OCC(=O)Nc2ccc(OC(F)F)cc2)ccc1[N+](=O)[O-]	-0.1	-0.34	19.4
CCCCN1CCc2c([nH]c3ccc(C)cc23)C1=O	-0.6	-1.17	·
C=CCc1cccc(/C=N/NC(=O)CCC(=O)Nc2ccc(F)cc2)c1O	-1.13	-0.98	-18.5
O=C(COC(=O)[C@H](Cc1ccccc1)NC(=O)c1ccco1)NC(c1ccccc1)c1ccccc1	-0.49	-0.34	13.0
CCOC(=O)C1=C(C)NC(C)=C(C(=O)OCC)C1C(=O)OCC(=O)N1CCc2ccccc21	-0.46	-0.89	-21.9
CCCc1cc(=O)[nH]c(/N=C(/NC(=O)C(C)N2C(=O)c3ccccc3C2=O)Nc2ccccc2)n1 (configuration not stated)	0.78	1.75	-7.0
Cn1c(CCN2CCOCC2)nc2cc(NC(=O)COc3ccc(Cl)cc3)ccc21	0.35	0.02	·
COc1cc(C(C)=O)ccc1Oc1ncnc2c1cnn2-c1cccc(Cl)c1	-0.06	0.16	39.3
Cc1nc2ccc(S(=O)(=O)NCC(=O)N3CCCCC3)cc2s1	0.8	-0.44	40.0
COc1ccc(OC)c(NC(=O)Cn2c(C)nc3ccccc3c2=O)c1	·	·	15.4
CCN(CC(=O)Nc1ccc2c(c1)OCCO2)Cc1cc(=O)oc2cc(C)c(C)cc12	-1.35	0.13	-8.3
COC(=O)c1c(C)nc2c(c(SC)nn2-c2ccccc2)c1N	-0.93	-0.72	21.1
O=C(NCc1cccnc1)c1ccc(CN2CCc3ccccc3C2)cc1	-0.18	-0.97	-103.2
O=C(Nc1ccc(F)cc1F)c1ccc(COc2c(F)c(F)cc(F)c2F)o1	-0.7	-0.16	31.6

More results follow.
SMILES	SDO1 yeast rescue	SDO1 yeast rescue Rescue 24 h	Insulin prom inh
O=C(Nc1ccc(Cl)cc1)C(c1ccccc1)N1CCOCC1 (configuration not stated)	·	·	-20.9
COC(=O)C1=C(C)OC(N)=C(C#N)C1c1cccnc1 (configuration not stated)	1.19	1.12	-31.4
Cc1cc(C)n2ncc(C(=O)NC3CCCCC3)c2n1	·	·	-5.0
Cc1ccc(CONC(=O)c2ccc(OC(F)F)cc2)cc1	·	·	50.0
CCOc1c(C=C(C#N)C#N)c2ccccc2n1CC	-0.3	-0.04	0.0
CCCCN=C(N)/C(C(=O)OCC)=C(\O)c1ccc(OC)cc1	-0.48	-0.4	42.9
CCCCN(C)CCn1c(=S)[nH]c2cc(OCC)c(OCC)cc2c1=O	·	·	0.0
COC(=O)C1=C(C)Nc2sc(C(N)=O)c(N)c2C1c1ccncc1 (configuration not stated)	1.19	0.82	-46.1
COc1ccc(S(=O)(=O)Cc2ccc(C(=O)NCCCN(C)c3ccccc3)o2)cc1	-0.95	-1.41	·
Cc1ccc(NC(=O)C2=CCN(S(=O)(=O)c3ccc(F)cc3)CC2)c(C)c1	1.02	-0.02	-31.7
CCOCCCNS(=O)(=O)Cc1ccccc1	-0.01	-0.16	3.7
O=C(O)CCC(=O)Nc1ccc(C(=O)OC2CCCCC2)cc1	1.61	0.69	?
COc1ccc(OC)c(C(=O)COC(=O)c2cccnc2Cl)c1	·	·	0.0
COc1ccc(NC(=O)C2CCC(C(C)(C)C)CC2)cc1S(=O)(=O)N1CCCCC1 (configuration not stated)	-0.28	0.05	-33.3
CCOC(=O)COc1cc2c3c(c(=O)oc2cc1C)CCCC3	-1.13	-1.02	41.2
CC[C@H](C)[C@H](NC(N)=O)C(=O)Nc1ccc(OC)c(Cl)c1	·	·	-38.1
O=C(/C(=C(\[O-])c1ccccc1)[n+]1ccc2ccccc2c1)c1ccccc1	7.91*	3.51*	-3.3
CC(C)Nc1oc(-c2cccc3ccccc23)nc1C#N	0.41	1.46	-7.4
Cc1ccc(CSCc2nnc(SCC(=O)N3CCN(c4ccccc4)CC3)n2C)cc1	-0.35	-0.27	-24.3

Screening results as filed in PubChem BioAssay.
